FN deposit inh: fibronectin deposition inhibition; inhibition, % at 12.6 µM; AH1F fibroblasts, Alexa488-fibronectin deposition fluorescence, overnight; 350,000 compounds, 0.086% hits;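 active = mean inhibition across replicates of 30% or more, regardless of how many single replicates reach that level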;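 also: positive control wells lacked labelled fibronectin entirely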
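Measured by – fluorescence 485/525 nm · System – AH1F fibroblast monolayer, labelled fibronectin deposition · Amount – 10000 cells per well · Buffer or medium – serum-reduced DMEM (2% serum) · Doses – single dose, pinned · Also added – fluorescent fibronectin at 24 nM final · Schedule – 1 h cell attachment, overnight exposure to compound and label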
RAD52 inh: RAD52 (human) annealing inhibition; recombinant RAD52 DNA annealing, FRET fluorescence; P43351; 360,000 compounds, 0.46% hits; AID 651710; inhibition, % at 18.7 µM;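 active = every replicate showing at least 50% inhibition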
Target sequence (P43351 whole entry, looked up): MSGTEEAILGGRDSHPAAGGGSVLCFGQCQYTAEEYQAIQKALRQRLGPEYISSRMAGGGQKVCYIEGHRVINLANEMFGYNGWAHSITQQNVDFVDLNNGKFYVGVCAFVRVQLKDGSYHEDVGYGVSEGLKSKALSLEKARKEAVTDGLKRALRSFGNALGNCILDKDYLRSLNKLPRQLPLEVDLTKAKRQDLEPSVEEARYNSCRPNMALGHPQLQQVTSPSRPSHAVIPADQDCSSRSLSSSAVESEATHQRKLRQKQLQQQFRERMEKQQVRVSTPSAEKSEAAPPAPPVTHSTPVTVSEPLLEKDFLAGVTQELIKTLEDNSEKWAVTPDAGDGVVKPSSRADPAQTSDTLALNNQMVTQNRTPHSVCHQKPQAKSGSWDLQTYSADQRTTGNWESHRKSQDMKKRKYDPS
esBAF inh: blocks esBAF chromatin remodeling in mouse ES cells; 350,000 compounds, 2% hits; Bmi1-luciferase knock-in reporter, 24 h; 100% = twice the neutral-well signal; reporter increase, % at 12.5 µM; in the data active = activation above about 40%;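 also: 0% = median of the plate's neutral control wells and 100% = double that signal; a rise in the Bmi1 reporter signal indicates esBAF inhibition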
XiGFP reactiv: activators of X-chromosome reactivation in mouse fibroblasts; 360,000 compounds, 0.055% hits; AID 743238; activation, % at 7.58 µM; XiGFP mouse fibroblasts, % GFP-positive cells imaging, 3 d; cells co-treated with 5-aza-dC sensitizer; scaled so ellipticine positive control = 100%;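 active = mean normalized replicate activation at least 10% and every replicate at or above 10%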;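 also: 0% = median of on-plate neutral control wells and 100% = ellipticine 6 µM median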
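Material: XiGFP fibroblasts, SV40-immortalized. Buffer or medium: DMEM plus 5-aza-dC sensitizer. Compound: single concentration per compound, delivered by pin transfer. Times: 3 days compound exposure. Controls: ellipticine 6 µM.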
EWS-Fli block: inhibitors of EWS/Fli oncoprotein transcriptional activity | 350,000 compounds, 0.67% hits | inhibition, % at 12.6 µM | A673 NR0B1-luciferase reporter, viability-normalised;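 active = mean inhibition of at least 50% after viability correction, with every replicate also passing that limit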;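 also: firefly luciferase signal divided by Alamar Blue viability fluorescence both relative to DMSO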
E-selectin induc: induces E-selectin expression in human endothelial cells | P16581 | HUVEC E-selectin immunofluorescence imaging; normalized: neutral wells 0, TNF-alpha wells 100 | activation, % at 7.58 µM | 260,000 compounds, 0.37% hits | AID 686992;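 active = mean E-selectin-positive cell signal at least 10% of the positive control, reached in at least 60% of replicates, without over 20% cell loss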;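 also: in these data hits start at about 27%; measured in HUVEC primary endothelial cells; signal is the percent of cells scored E-selectin positive by PE staining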
Target sequence (P16581 whole entry, looked up): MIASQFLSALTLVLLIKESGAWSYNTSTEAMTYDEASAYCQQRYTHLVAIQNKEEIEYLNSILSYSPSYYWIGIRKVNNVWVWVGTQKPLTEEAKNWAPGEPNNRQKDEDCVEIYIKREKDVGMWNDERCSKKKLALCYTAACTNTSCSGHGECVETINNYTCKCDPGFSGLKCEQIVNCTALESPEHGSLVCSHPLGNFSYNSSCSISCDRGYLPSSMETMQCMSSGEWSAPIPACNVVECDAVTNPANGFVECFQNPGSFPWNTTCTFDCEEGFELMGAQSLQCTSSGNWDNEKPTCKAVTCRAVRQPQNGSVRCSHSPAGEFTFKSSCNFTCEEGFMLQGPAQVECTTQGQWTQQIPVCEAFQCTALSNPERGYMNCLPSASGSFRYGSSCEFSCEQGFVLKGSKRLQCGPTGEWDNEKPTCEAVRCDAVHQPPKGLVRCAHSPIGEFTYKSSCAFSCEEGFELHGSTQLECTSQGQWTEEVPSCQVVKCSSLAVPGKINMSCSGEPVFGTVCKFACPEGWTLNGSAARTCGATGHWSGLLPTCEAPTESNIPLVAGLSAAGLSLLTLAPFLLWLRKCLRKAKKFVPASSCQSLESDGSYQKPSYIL
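material = human umbilical vein endothelial cells (HUVEC), E-selectin induction | quantity = 3,000 cells/well | medium = EGM-2 growth medium on 0.1% gelatin-coated wells | technique = immunofluorescence imaging | read-out basis = % PE-positive cells | control set = TNF-alpha positive control, DMSO neutral control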
RAD54 branch: blocks human RAD54 Holliday junction branch migration. Q92698. FAM/BHQ fluorescence. inhibition, % at 10.4 µM. 360,000 compounds, 0.14% hits;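 active = mean normalized replicate activity at least 40 and at least half of replicates scoring 40 or more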;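 also: 0% = median of neutral control wells and 100% = median of positive control wells; inhibitors cause a drop in the FAM fluorescence signal; in these data hits start at about 50%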
S100A4 MyoIIA: inhibitors of human S100A4 binding to myosin IIA peptide; P26447; S100A4/TAMRA-MyoIIA peptide fluorescence polarization; inhibition, % at 10.7 µM; 360,000 compounds, 0.14% hits;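 active = mean inhibition of at least 70% across replicates, with every replicate also reaching that level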
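Material: S100A4 monomer protein / Buffer or medium: 50 mM HEPES pH 7.2, 10 mM CaCl2, 100 mM KCl / Times: 5 min incubation before reading / Benchmarks: neutral control DMSO, positive control TFP / Reagent: labelled myosin peptide probe, 5 nM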
Numbers without * were called inactive; . = no result given; & = joins results of further samples.

SMILES | FN deposit inh | RAD52 inh | esBAF inh | XiGFP reactiv | EWS-Fli block | E-selectin induc | RAD54 branch | S100A4 MyoIIA
CCSc1ccccc1C(=O)N1CCN(c2ccc([N+](=O)[O-])cc2)CC1 | -3.0 | -29.0 | . | -0.1 | 13.1 | . | . | 3.2
COc1ccc(S(=O)(=O)N[C@@H]2CC[C@@H](CC(=O)NCCc3ccccc3)O[C@H]2CO)cc1 | 5.0 | . | -0.3 | -0.3 | -2.1 | -0.3 | 3.3 | -21.5
CCC(C)(C)NC(=O)c1ccccc1Oc1ccccc1 | 0.3 | -12.9 | . | -0.1 | 19.0 | . | . | -3.9
O=C(CCC1CCCCC1)Nc1ncn[nH]1 | 4.3 | . | -5.5 | . | . | -0.9 | 1.6 | .
COc1ccc(NC(=O)Nc2ccc3c(c2)C(=O)N([C@H](C)CO)C[C@H](C)[C@@H](CN(C)S(=O)(=O)c2ccc(Cl)cc2)OCCCC[C@H](C)O3)cc1 | 11.3 | -7.9 | -5.9 | 0.1 | 11.5 | . | -1.6 | 4.7
COc1ccccc1NC(=O)C1=C(C)NC(SCC(=O)Nc2ccc(C(=O)O)cc2)=C(C#N)C1c1cccs1 (stereo not given) | 9.5 | -7.1 | -8.1 | 0.4 | 5.9 | -1.0 | -23.1 | -1.3
CSCCC(C(=O)Nc1c(C)cccc1C)N1CCC(Cc2ccccc2)CC1 (stereo not given) | 2.6 | -27.6 | -4.4 | 0.0 | 6.1 | -1.6 | 0.7 | -10.5
COn1c(=O)c(-c2ccc(C)cc2)[n+]([O-])c2ccccc21 | -1.1 | -4.9 | 10.5 | 0.2 | -12.6 | . | 3.1 | 3.3
C[C@@H]1CN([C@H](C)CO)C(=O)Cc2cc(NC(=O)Cn3cnnn3)ccc2O[C@@H]1CN(C)S(=O)(=O)c1cccs1 | . | -2.9 | 2.2 | 0.0 | -3.9 | -15.0 | -1.6 | 7.1
COc1ccc(NC(=O)Nc2cccc3c2O[C@@H](CN(C)CC2CCCCC2)[C@H](C)CN([C@H](C)CO)C3=O)cc1 | . | 15.5 | 3.7 | -0.9 | -2.0 | 0.5 | 7.1 | 3.6
CCCCN(Cc1nc2ccccc2c(=O)[nH]1)C(=O)c1nn(C)c(=O)c2ccccc12 | . | -11.5 | -2.1 | 0.0 | -3.0 | . | 1.6 | -13.7
O=C(COC(=O)c1n[nH]c2ccccc12)c1cccc(Br)c1 | -5.6 | -5.7 | 7.0 | 0.0 | -3.0 | 2.9 | -6.6 | -1.7
CC1(C)CC(=O)C(C2C3=C(CC(C)(C)CC3=O)Oc3c(Br)cc(Br)cc32)=C(O)C1 (stereo not given) | 10.8 | -6.2 | -48.4 | 0.1 | 15.0 | . | -13.8 | 2.7
O=C(C1=C[C@H](c2ccc3c(c2)OCO3)C[C@H](OCCCCO)O1)N1CCN(Cc2ccc3c(c2)OCO3)CC1 | -9.5 | -20.7 | -3.6 | 0.1 | 4.2 | -0.1 | -5.8 | -2.6
N#C/C(=C(/O)c1cccs1)c1nnc2n1CCCCC2 | -3.2 | -14.2 | . | 0.0 | 1.5 | . | 16.3 | -0.8
Cc1ccc(N(Cc2cc(=O)[nH]c3ccccc23)C(=O)C(C)C)cc1 | 6.4 | 8.0 | . | 0.4 | 4.9 | . | -11.2 | -1.8
COc1cccc(/C=C/c2ccc3ccccc3n2)c1OC(C)=O | 2.4 | -41.2 | . | 0.0 | -14.9 | . | . | 2.1
O=S1(=O)c2ccc(Br)cc2OC(COCc2ccccc2)CN1Cc1ccccc1 (stereo not given) | 2.4 | 4.1 | -4.1 | 0.1 | -10.7 | -0.2 | 6.1 | 5.8
O=C(N[C@H]1CC[C@H](CCNC(=O)C2CCCCC2)O[C@@H]1CO)c1ccncc1 | -1.1 | 5.8 | 0.2 | 0.1 | 0.2 | -0.1 | 2.0 | 15.3
CC1(C)Cc2ccccc2-c2nnnn21 | . | 0.1 | 1.9 | . | 0.8 | . | 7.2 | -11.3
O=C(NCc1ccccc1)C1=C[C@@H](c2csc3ccccc23)C[C@@H](OCc2ccc(CO)cc2)O1 | -4.3 | -18.7&-76.6 | 1.6 | 0.1 | 8.8&31.6 | -0.1 | 11.6&4.4 | 5.5&-5.7
Cc1nnc(SCC(=O)N(C2CCCCC2)C2CCS(=O)(=O)C2)n1N (stereo not given) | . | 0.6 | -4.4 | 0.4 | 5.0 | . | 2.3 | -13.9
COc1ccccc1-c1nnc(-c2ccc(C)cc2)o1 | -8.0 | -1.5 | . | 0.0 | -95.2 | 0.2 | -6.0 | -3.9
CO[C@@H]1CN(C)C(=O)c2cc(NS(=O)(=O)CC(F)(F)F)ccc2OC[C@@H](C)N(Cc2nccs2)C[C@@H]1C | -7.2 | 4.3 | 4.2 | 0.5 | 4.1 | 0.0 | 6.0 | .
CC1CCCN(C(=O)c2cc3c(=O)n4ccccc4nc3s2)C1 (stereo not given) | 1.1 | -29.3 | 62.5* | 0.2 | . | . | 5.7 | -5.0
Next results:
SMILES | FN deposit inh | RAD52 inh | esBAF inh | XiGFP reactiv | EWS-Fli block | E-selectin induc | RAD54 branch | S100A4 MyoIIA
CCN(CC(=O)Nc1ccccc1OC)C(=O)CCc1ccccc1 | 0.4 | -3.6 | -4.2 | 0.2 | 0.8 | 0.9 | -2.4 | -1.2
CCn1c(C(=O)N2CCC(C(=O)N3CCN(c4ccccn4)CC3)CC2)cc2sccc21 | 13.9 | 8.6 | 3.0 | 0.0 | 7.2 | . | 4.5 | 1.5
CO[C@@H](CN(C)S(=O)(=O)c1ccc(F)cc1)[C@H](C)CN([C@@H](C)CO)S(=O)(=O)c1cccc(Cl)c1 | 15.1 | 3.3 | -6.0 | -0.1 | 9.2 | 0.2 | -5.4 | 4.2
O=C(COc1ccc(/C=N/NS(=O)(=O)c2ccccc2)cc1)N1CCOCC1 | 7.8 | 0.3 | . | 0.0 | 6.4 | . | . | -3.8
O=C(C[C@H]1CC[C@H](NC(=O)CC2CC2)[C@@H](CO)O1)NCc1ccc(Cl)cc1 | . | 11.9 | 0.4 | -0.2 | -1.6 | -0.4 | -3.9 | 2.0
COc1cccc(CNc2nc3cc(-c4cccc(C(F)(F)F)c4)sc3c(=O)n2C)c1 | -7.8 | -7.7 | -5.6 | -0.1 | 0.3 | -0.1 | -14.9 | -8.6
CC(Sc1ncc(C(F)(F)F)cc1Cl)C(=O)NC(N)=O (stereo not given) | -5.6 | -6.9 | -3.0 | 0.2 | -2.5 | 0.7 | 6.9 | -4.4
COc1cccc(NC(=O)CN(C)C(=O)c2ccc3c(c2)CC(c2ccccc2)OC3=O)c1 (stereo not given) | 0.6 | -6.5 | 12.8 | -0.1 | -9.3 | 0.5 | 7.2 | 1.9
Cc1ccc(C(=O)NCC(=O)N2CCCCCCC2)cc1 | -5.5 | 17.7 | 32.0 | 0.8 | -44.6 | . | 0.5 | 5.9
Cc1cccc(C)c1OCc1cc(C(=O)N2CCCC2c2nonc2C)no1 (stereo not given) | -5.4 | -27.5 | . | -0.1 | . | 0.1 | -2.5 | 7.2
Cn1c(SCC(=O)NC2CCS(=O)(=O)C2)nnc1-c1ccco1 (stereo not given) | -0.1 | -13.5 | 7.9 | 0.4 | -1.0 | -0.4 | 10.7 | 0.3
Cc1cc(C(=O)Nc2ccc3c(c2)CCC3)ccc1[N+](=O)[O-] | 1.2 | 1.7 | . | 0.1 | -111.7 | . | -4.7 | 7.9
Cc1noc(C)c1NC(=O)N(C)C[C@H]1OCCCC[C@H](C)Oc2ccc(NC(=O)c3ccccc3)cc2C(=O)N([C@H](C)CO)C[C@@H]1C | -8.6 | -1.5 | 6.4 | 0.0 | -10.1 | -0.2 | 3.8 | 3.2
C[C@@H]1CCCCO[C@@H](CN(C)Cc2ccc3c(c2)OCO3)[C@@H](C)CN([C@H](C)CO)C(=O)c2cc(NS(=O)(=O)c3cn(C)cn3)ccc2O1 | 1.2 | . | -0.7 | 0.1 | 0.1 | 0.0 | 4.7 | .
COc1ccc(C(CNC(=O)c2ccco2)N2CCOCC2)cc1 (stereo not given) | 9.6 | -12.8 | -5.0 | 0.0 | -8.0 | . | 1.6 | -1.2
COC(=O)c1cc(OC)c(OC)cc1NC(=O)CSCc1c(C)noc1C | -1.0 | -0.3 | -1.3 | 0.0 | -3.3 | 0.0 | 3.9 | -12.6
COc1ccc([N+](=O)[O-])cc1NC(=O)COC(=O)Cn1cnc2ccccc2c1=O | -5.2 | 2.5 | 0.9 | -0.1 | 8.0 | -0.3 | 1.8 | -3.8
COc1ccc(-c2ccc([C@@H]3[C@@H](CO)N4C(=O)CN(C(=O)c5ccc6c(c5)OCO6)C[C@H]34)cc2)cc1 | . | -31.6 | . | -0.1 | -6.9 | -0.1 | . | 0.6
CCCCN1CC(COCc2ccccc2)Oc2cccc(Oc3ccc(OC)cc3)c2S1(=O)=O (stereo not given) | -2.8 | -13.3 | -0.2 | 0.3 | 9.2 | . | -11.9 | -2.8
COCCN(C(=O)c1csnn1)C(C(=O)NC1CCCCC1)c1ccccc1 (stereo not given) | -3.7 | -5.8 | -0.7 | 0.3 | -1.4 | -0.2 | -7.2 | -3.9
O=C(c1ccccc1)c1cnc2ccc(Cl)cc2c1N1CCOCC1 | -18.0 | -7.8 | 5.8 | 0.1 | 3.9 | 0.1 | -2.2 | 0.0
COc1ccc(CN(C)C[C@@H]2Oc3ccc(NC(=O)Nc4c(C)noc4C)cc3C(=O)N([C@H](C)CO)C[C@H]2C)cc1 | -5.8 | 0.3 | -2.4 | -1.2 | 7.3 | -8.3 | 55.6* | 15.5
Cc1ccc(NC(=O)c2ccc([N+](=O)[O-])cc2)cc1S(=O)(=O)N(C)C | -54.3 | -9.0 | 49.5* | 0.0 | -51.3 | 1.7 | 0.6 | -1.6
COc1ccc(CC(N)c2csc(NC(=O)NCc3ccccc3)n2)cc1 (stereo not given) | . | -38.1 | -4.9 | 0.2 | 15.8 | 0.0 | -13.8 | -7.7
Cc1ccc(-n2ncc(C(=O)N3CCN(C(=O)c4ccco4)CC3)c2-n2cccc2)cc1 | 15.1 | -5.5 | -2.8 | 0.2 | 5.3 | . | 3.6 | 24.9

A different layout for five compounds above:
Each structure is followed by: FN deposit inh | RAD52 inh | esBAF inh | XiGFP reactiv | EWS-Fli block | E-selectin induc | RAD54 branch | S100A4 MyoIIA
CCn1c(C(=O)N2CCC(C(=O)N3CCN(c4ccccn4)CC3)CC2)cc2sccc21
    13.9 | 8.6 | 3.0 | 0.0 | 7.2 | . | 4.5 | 1.5
O=C(c1ccccc1)c1cnc2ccc(Cl)cc2c1N1CCOCC1
    -18.0 | -7.8 | 5.8 | 0.1 | 3.9 | 0.1 | -2.2 | 0.0
COc1ccc(NC(=O)Nc2ccc3c(c2)C(=O)N([C@H](C)CO)C[C@H](C)[C@@H](CN(C)S(=O)(=O)c2ccc(Cl)cc2)OCCCC[C@H](C)O3)cc1
    11.3 | -7.9 | -5.9 | 0.1 | 11.5 | . | -1.6 | 4.7
O=C(COC(=O)c1n[nH]c2ccccc12)c1cccc(Br)c1
    -5.6 | -5.7 | 7.0 | 0.0 | -3.0 | 2.9 | -6.6 | -1.7
COc1ccc(CC(N)c2csc(NC(=O)NCc3ccccc3)n2)cc1 (stereo not given)
    . | -38.1 | -4.9 | 0.2 | 15.8 | 0.0 | -13.8 | -7.7

Screening data (PubChem BioAssay)
